Compound activity as filed in PubChem BioAssay.
IDH1 mut inh – blocks human IDH1 R132H reductase activity. O75874. diaphorase/resazurin fluorescence, 60 min. inhibition, % at 10 µM. hit rate 0.18% among 70,000; in the data active = inhibition above about 34%;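 note: 0% = DMSO and 100% = no enzyme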
PRC2 inh – blocks human EZH2/PRC2 H3K27 methylation | Q15910 | DELFIA TRF, 1 h | inhibition, % at 12.5 µM | hit rate 0.35% among 57,000 | AID 651548;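 active = mean inhibition of replicates at least 50% and every single replicate also reaching 50%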;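 note: dimethyl H3K27 on biotinylated H3 21-44 peptide detected by antibody; plate controls were median neutral control wells for no effect and median positive control wells for full effect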
Target sequence (Q15910 whole entry, looked up): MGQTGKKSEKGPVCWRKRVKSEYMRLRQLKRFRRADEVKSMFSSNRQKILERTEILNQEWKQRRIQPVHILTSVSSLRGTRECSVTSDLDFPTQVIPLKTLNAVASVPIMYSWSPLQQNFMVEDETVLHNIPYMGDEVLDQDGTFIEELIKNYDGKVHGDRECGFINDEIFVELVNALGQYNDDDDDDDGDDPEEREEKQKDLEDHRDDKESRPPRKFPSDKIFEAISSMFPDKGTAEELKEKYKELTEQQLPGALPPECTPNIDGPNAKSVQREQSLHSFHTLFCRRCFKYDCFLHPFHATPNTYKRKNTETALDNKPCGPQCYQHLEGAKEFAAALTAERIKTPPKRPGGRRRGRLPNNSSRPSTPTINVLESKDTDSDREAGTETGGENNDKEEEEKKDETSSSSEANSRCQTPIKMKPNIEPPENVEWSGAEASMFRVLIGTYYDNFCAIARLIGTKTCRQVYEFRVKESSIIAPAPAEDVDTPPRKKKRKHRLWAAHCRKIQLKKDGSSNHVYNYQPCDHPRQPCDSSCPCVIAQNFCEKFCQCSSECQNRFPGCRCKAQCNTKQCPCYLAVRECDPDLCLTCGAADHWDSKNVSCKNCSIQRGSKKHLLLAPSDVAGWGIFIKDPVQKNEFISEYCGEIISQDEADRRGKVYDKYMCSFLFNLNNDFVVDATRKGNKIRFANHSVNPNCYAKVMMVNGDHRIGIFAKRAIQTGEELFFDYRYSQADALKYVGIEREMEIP
Active calls of the source: *; / = not tested or not shown. An excerpt, so the mix of outcomes need not match the whole.

SMILES | IDH1 mut inh | PRC2 inh
C[C@H]1CN([C@@H](C)CO)C(=O)c2cc(C3=CCCCC3)cnc2O[C@@H]1CN(C)Cc1ccc(C(=O)O)cc1 | -2.2 | 21.3
C[C@@H]1CN([C@H](C)CO)S(=O)(=O)c2ccc(/C=C/c3ccccc3)cc2O[C@@H]1CN(C)Cc1ccc(C(=O)O)cc1 | 7.4 | 19.5
O=C(COc1ccc(Br)cc1)Nc1ccc2oc(-c3ccc(F)cc3)nc2c1 | 0.5 | -6.4
Cc1cccc(NC(=O)CSc2nnc(-c3ccc(Br)cc3)o2)c1C | 0.3 | /
COc1ccccc1C(=O)Nc1ccc2c(c1)C(=O)N(C)C[C@H](OC)[C@H](C)CN(CC1CC1)[C@H](C)CO2 | 0.3 | -0.4
C[C@@H]1CN([C@H](C)CO)C(=O)Cc2cc(NC(=O)CCN3CCOCC3)ccc2O[C@@H]1CN(C)C(=O)Nc1ccccc1 | 0.5 | 4.2
C[C@@H]1CN([C@@H](C)CO)C(=O)Cc2cc(NC(=O)Cc3ccccc3)ccc2O[C@@H]1CN(C)S(=O)(=O)c1ccc(Cl)cc1 | -6.2 | -7.1
C[C@H](CO)N1C[C@H](C)[C@H](CN(C)Cc2ccc3c(c2)OCO3)Oc2c(NS(=O)(=O)c3ccccc3)cccc2C1=O | -0.3 | 1.2
CSc1nsc(SCCN2C(=O)c3ccccc3C2=O)n1 | 0.4 | 7.3
O=C(OCc1ccccc1)Oc1cncc(C(=O)O)c1 | 0.0 | -13.3
c1ccc(-c2csc3ncnc(NCC4CCCO4)c23)cc1 (stereo not drawn) | -0.2 | 3.2
COc1ccccc1NC(=O)N[C@H]1CC[C@@H](CCNS(=O)(=O)c2ccc(F)cc2)O[C@H]1CO | -0.1 | -4.5
CNC[C@H]1Oc2ccc(NC(=O)Nc3ccc(OC)cc3)cc2CC(=O)N([C@H](C)CO)C[C@H]1C | -0.5 | -9.3
COCC(=O)Nc1ccc2c(c1)[C@@H]1C[C@H](CC(=O)NCc3ccncc3)O[C@@H](CO)[C@@H]1O2 | -0.4 | 9.0
CN(C)c1nc(Oc2ccc(OCCOc3ccccc3)nn2)nc(N(C)C)n1 | 0.1 | -3.9
COc1ccc(Br)cc1/C=N/NC(=O)CCCCC(=O)NO | 0.6 | -0.5
C=CCOC(Cn1ccnc1)c1ccc(Cl)cc1Cl (stereo not drawn) | 17.3 | /
CCCNC(=O)N(C)C[C@@H]1Oc2ncc(C3=CCCCC3)cc2C(=O)N([C@H](C)CO)C[C@H]1C | / | 6.6
CNC[C@H]1Oc2ccc(NS(=O)(=O)c3cn(C)cn3)cc2C(=O)N([C@H](C)CO)C[C@H]1C | 1.3 | -4.7
CC(C)CC#Cc1ccc2c(c1)O[C@@H](CN(C)S(=O)(=O)c1cccc(F)c1)[C@@H](C)CN([C@H](C)CO)S2(=O)=O | 0.4 | /
C[C@H](O)C#Cc1ccc2c(c1)O[C@@H](CN(C)C(=O)C1CCCCC1)[C@H](C)CN([C@@H](C)CO)S2(=O)=O | -0.3 | 12.9
COc1ccc(C(=O)Nc2ccc3c(c2)C(=O)N(C)C[C@H](OC)[C@@H](C)CN(C(C)=O)[C@@H](C)CO3)cc1 | 0.3 | 5.1
O=C(CSc1nc2ncccc2[nH]1)NCc1ccccc1 | 0.1 | 7.0
CS(=O)(=O)NCCCNc1ccc(C(F)(F)F)cc1[N+](=O)[O-] | -0.2 | /
N#Cc1c(NC(=O)Cn2cnc3ccccc3c2=O)oc(-c2ccccc2)c1-c1ccccc1 | 0.1 | 13.7

Molecules shown so far containing an aryl methoxy group, in the order listed:
SMILES | IDH1 mut inh | PRC2 inh
COc1ccccc1C(=O)Nc1ccc2c(c1)C(=O)N(C)C[C@H](OC)[C@H](C)CN(CC1CC1)[C@H](C)CO2 | 0.3 | -0.4
COc1ccccc1NC(=O)N[C@H]1CC[C@@H](CCNS(=O)(=O)c2ccc(F)cc2)O[C@H]1CO | -0.1 | -4.5
CNC[C@H]1Oc2ccc(NC(=O)Nc3ccc(OC)cc3)cc2CC(=O)N([C@H](C)CO)C[C@H]1C | -0.5 | -9.3
COc1ccc(Br)cc1/C=N/NC(=O)CCCCC(=O)NO | 0.6 | -0.5
COc1ccc(C(=O)Nc2ccc3c(c2)C(=O)N(C)C[C@H](OC)[C@@H](C)CN(C(C)=O)[C@@H](C)CO3)cc1 | 0.3 | 5.1

Single records, from the list above:
Cc1cccc(NC(=O)CSc2nnc(-c3ccc(Br)cc3)o2)c1C in the list: IDH1 mut inh = 0.3; PRC2 inh = /
C[C@@H]1CN([C@@H](C)CO)C(=O)Cc2cc(NC(=O)Cc3ccccc3)ccc2O[C@@H]1CN(C)S(=O)(=O)c1ccc(Cl)cc1 in the list: IDH1 mut inh = -6.2; PRC2 inh = -7.1

More structures
SMILES | IDH1 mut inh | PRC2 inh
C[C@H]1CN([C@@H](C)CO)C(=O)Cc2cc(NC(=O)Nc3ccccc3)ccc2O[C@@H]1CN(C)Cc1ccc(Cl)c(Cl)c1 | 0.3 | /
C[C@@H]1CN([C@H](C)CO)C(=O)Cc2cc(NC(=O)CCCCCC(=O)Nc3ccccc3N)ccc2O[C@@H]1CN(C)CC1CC1 | -0.1 | 8.5
C[C@H](CO)N1C[C@H](C)[C@@H](CN(C)Cc2ccccn2)Oc2cc(C#C[C@@H](C)O)ccc2S1(=O)=O | / | 7.6
COc1ccc(NC(=O)N[C@@H]2CC[C@H](CCNC(=O)CN3CCOCC3)O[C@H]2CO)cc1 | -0.2 | 16.9
O=C1c2ccccc2C(=O)N1CCc1nc(-c2ccccn2)no1 | 0.5 | -5.8
O=C(C[C@@H]1C[C@H]2c3cc(NC(=O)NC4CCCC4)ccc3O[C@H]2[C@H](CO)O1)NCc1ccc(-c2ccccc2)cc1 | 0.6 | -2.9
O=C1c2ccc(O)cc2C(=O)c2ccc(O)cc21 | 0.1 | /
C[C@H]1C=C(C(=O)N2CCN(Cc3ccc4c(c3)OCO4)CC2)O[C@@H](OCc2ccc(CO)cc2)C1 | / | 6.4
C[C@H]1CCCCO[C@@H](CN(C)C(=O)CCCN(C)C)[C@@H](C)CN([C@@H](C)CO)C(=O)c2cc(NS(=O)(=O)c3ccc(F)cc3)ccc2O1 | -2.7 | /
C[C@@H]1CN([C@@H](C)CO)C(=O)c2cc(NS(=O)(=O)c3cccs3)ccc2O[C@H]1CN(C)S(=O)(=O)c1ccccc1 | 0.9 | /
CCC1(O)CC2CN(CCc3c([nH]c4ccccc34)C(C(=O)OC)(c3cc4c(cc3OC)N(C)C3C(O)(C(=O)OC)C(C(=O)OC)C5(CC)C=CCN6CCC43C65)C2)C1 (stereo not drawn) | 1.5 | /
C[C@H](CO)N1C[C@H](C)[C@@H](CN(C)Cc2ccc(C(=O)O)cc2)OCCCC[C@H](C)Oc2ccc(NC(=O)NC3CCCCC3)cc2C1=O | 2.3 | /
COc1ccc(S(=O)(=O)Nc2ccc3c(c2)C(=O)N([C@H](C)CO)C[C@H](C)[C@H](CN(C)C(=O)Nc2cccc4ccccc24)OCCCC[C@H](C)O3)cc1 | -0.2 | /
C[C@H](CO)N1C[C@H](C)[C@H](CN(C)S(=O)(=O)c2ccc(F)cc2)Oc2ncc(C#CC(C)(C)O)cc2C1=O | 1.9 | /
Cc1noc(C)c1S(=O)(=O)Nc1ccc2c(c1)C(=O)N([C@H](C)CO)C[C@@H](C)[C@@H](CN(C)C(=O)Nc1ccc(F)cc1)O2 | -1.2 | /
O=C(NCc1ccccn1)c1nn2c(C(F)(F)F)cc(-c3ccccc3)nc2c1Cl | -0.1 | -6.9
C[C@@H]1CN([C@@H](C)CO)S(=O)(=O)c2ccc(C#CC3CC3)cc2O[C@@H]1CN(C)C(=O)c1ccccc1 | -2.8 | -2.9
C[C@@H]1CN([C@H](C)CO)C(=O)c2cc(NS(=O)(=O)c3ccc(Cl)cc3)ccc2O[C@H]1CN(C)Cc1ccc(C(=O)Nc2ccccc2N)cc1 | / | 5.3
C[C@@H]1CN([C@H](C)CO)C(=O)c2cccc(NC(=O)C3CC3)c2O[C@@H]1CN(C)S(C)(=O)=O | 2.8 | 3.5
C[C@H]1CN([C@@H](C)CO)C(=O)CCCn2nncc2CO[C@H]1CN(C)Cc1cccc2c1OCCCO2 | / | -1.5
Cc1ccc(S(=O)(=O)N[C@@H]2C=C[C@H](CC(=O)NCCCN(C)C)O[C@@H]2CO)cc1 | -0.2 | -0.5
C[C@@H]1CN([C@@H](C)CO)S(=O)(=O)c2ccc(C3=CCCCC3)cc2O[C@@H]1CN(C)Cc1cccnc1 | 38.4* | 3.5
Cc1ccccc1/C=N/NC(=O)c1ccccc1O | 0.7 | -11.6
C[C@H](CO)N1C[C@H](C)[C@H](CN(C)Cc2cccnc2)Oc2ncc(-c3ccc(F)cc3)cc2C1=O | 3.6 | -1.9
C[C@H](CO)N1C[C@H](C)[C@@H](CN(C)C(=O)NC2CCCC2)Oc2cc(Br)ccc2S1(=O)=O | / | -1.4
Next part.
SMILES | IDH1 mut inh | PRC2 inh
C[C@@H]1CN([C@H](C)CO)S(=O)(=O)c2ccc(-c3ccccc3)cc2O[C@H]1CN(C)C(=O)CN(C)C | 1.0 | /
COC(=O)c1c(NC(=O)c2ccc(N(C)S(=O)(=O)c3ccc(C)cc3)cc2)sc2c1CCCC2 | 0.2 | -9.0
C[C@@H]1CN([C@H](C)CO)C(=O)c2cc(NC(=O)Cc3ccccc3)ccc2O[C@@H](C)CCCCO[C@H]1CN(C)S(=O)(=O)c1ccc(F)cc1 | -0.7 | /
CCCC(=O)Nc1ccc2c(c1)C(=O)N(C)C[C@@H](OC)[C@H](C)CN(CC1CCCC1)[C@@H](C)CO2 | 0.2 | -1.6
Cc1noc(C)c1S(=O)(=O)N(C)C[C@@H]1Oc2ccc(NC(=O)Cc3cn(C)c4ccccc34)cc2CC(=O)N([C@@H](C)CO)C[C@H]1C | -13.8 | /
Cc1c(Br)c([N+](=O)[O-])nn1C(C)C(=O)N1CCOCC1 (stereo not drawn) | 0.2 | 13.1
CC(C)NC(=O)N(C)C[C@@H]1OCCCC[C@H](C)Oc2ccc(NC(=O)CCC(F)(F)F)cc2C(=O)N([C@H](C)CO)C[C@H]1C | 3.1 | 2.2
CS(=O)(=O)Nc1ccc2c(c1)[C@@H]1C[C@@H](CC(=O)NCc3cccc(F)c3)O[C@@H](CO)[C@@H]1O2 | 0.0 | 1.1
COc1cc(C2OC[C@@H]3[C@@H](c4cc(OC)c(O)c(OC)c4)OC[C@H]23)cc(OC)c1O (stereo partly drawn) | 1.8 | -26.5
C[C@@H]1CCCCO[C@@H](CN(C)S(=O)(=O)c2ccc(Cl)cc2)[C@@H](C)CN([C@H](C)CO)C(=O)c2cc(NS(=O)(=O)c3cn(C)cn3)ccc2O1 | 1.3 | /
O=C(CSc1nc(-c2ccc(Cl)cc2)cc(C(F)(F)F)n1)c1ccccc1 | 0.1 | -1.3
CC(C)NC(=O)Nc1cccc2c1O[C@@H](CN(C)S(=O)(=O)c1ccccc1)[C@H](C)CN([C@@H](C)CO)C2=O | / | 6.5
CCCNC(=O)N(C)C[C@@H]1Oc2cc(-c3ccccc3F)ccc2S(=O)(=O)N([C@@H](C)CO)C[C@H]1C | 0.0 | -0.2
C[C@H](CO)N1C[C@H](C)[C@@H](CN(C)S(C)(=O)=O)Oc2ccc(NC(=O)Nc3ccc4c(c3)OCO4)cc2C1=O | 1.7 | /
COc1ccc(S(=O)(=O)Nc2ccc3c(c2)C(=O)N([C@@H](C)CO)C[C@H](C)[C@@H](CN(C)Cc2ccc(C(=O)Nc4ccccc4N)cc2)O3)cc1 | / | -15.2
CCC(=O)N(C)C[C@@H]1Oc2ncc(-c3ccc(C(=O)N(C)C)cc3)cc2C(=O)N([C@H](C)CO)C[C@H]1C | -4.1 | -1.6
C[C@@H]1CN([C@H](C)CO)C(=O)Cc2cc(NC(=O)Cc3ccccc3)ccc2O[C@@H]1CN(C)C(=O)Nc1ccc(F)cc1 | 1.0 | /
CNC[C@@H]1Oc2ccc(NS(=O)(=O)c3ccccc3)cc2C(=O)N([C@@H](C)CO)C[C@@H]1C | 8.2 | /
C=CCn1c(SCC(N)=O)nnc1-c1ccco1 | 0.3 | 2.0
COc1ccc(CN(C)C[C@H]2Oc3ccc(NC(=O)Nc4ccc5c(c4)OCO5)cc3CC(=O)N([C@H](C)CO)C[C@H]2C)cc1 | 1.9 | -0.8
O=C(C[C@@H]1C[C@@H]2c3cc(NC(=O)C4CCC4)ccc3O[C@@H]2[C@H](CO)O1)NC1CCCCC1 | 0.1 | 6.5
C[C@H]1CN([C@@H](C)CO)S(=O)(=O)c2ccc(/C=C/c3ccccc3)cc2O[C@H]1CN(C)Cc1ccccc1 | -0.2 | 10.3
NCC[C@@H]1CC[C@@H](NS(=O)(=O)Cc2ccccc2)[C@H](CO)O1 | 0.5 | -1.4
COc1cccc(S(=O)(=O)N[C@@H]2CC[C@H](CC(=O)NCc3ccncc3)O[C@H]2CO)c1 | 0.1 | 7.7
COC(=O)[C@]1(CCC(=O)OC(C)(C)C)N=C(c2ccc(OCCCO)cc2)O[C@@H]1c1ccccc1N=[N+]=[N-] | / | 4.5
CC(C)NC(=O)N(C)C[C@@H]1Oc2ccc(NS(=O)(=O)c3cn(C)cn3)cc2C(=O)N([C@@H](C)CO)C[C@@H]1C | 0.8 | /
C[C@@H]1CN([C@@H](C)CO)C(=O)Cc2cc(NC(=O)NC3CCCCC3)ccc2O[C@@H]1CN(C)Cc1ccc(C(=O)O)cc1 | 3.9 | 6.6
O=c1c(O)c(-c2ccccc2)oc2cc(O)ccc12 | 0.3 | -2.5
COc1ccc(NC(=O)Nc2ccc3c(c2)C(=O)N([C@H](C)CO)C[C@@H](C)[C@H](CN(C)S(=O)(=O)c2ccc(OC)cc2)OCCCC[C@@H](C)O3)cc1 | 1.3 | /
CO[C@H]1CN(C)C(=O)c2cc(NC(=O)Cc3ccccc3)ccc2OC[C@@H](C)N(CC2CC2)C[C@H]1C | 0.1 | 8.4
